NadD inh: inhibitors of Staphylococcus aureus NadD; purified NadD enzyme, colorimetric absorbance read-out; inhibition, % at 20 µM; hit rate 0.78% among 360,000; in the data active means inhibition above about 26%; further: some compounds past the cut are filed as inactive
Neddylation inh: blocks human cullin neddylation. P61081+Q13564. TR-FRET cullin neddylation, biochemical. calls only at 25 µM. hit rate 0.58% among 360,000; in the data active means inhibition above about 36%
Target sequence (P61081 whole entry, looked up): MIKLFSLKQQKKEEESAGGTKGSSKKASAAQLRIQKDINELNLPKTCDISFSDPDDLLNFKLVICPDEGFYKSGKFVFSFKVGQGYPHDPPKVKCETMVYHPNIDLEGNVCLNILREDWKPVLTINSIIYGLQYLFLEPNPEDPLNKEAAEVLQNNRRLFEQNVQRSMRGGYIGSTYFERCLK
Target sequence (Q13564 whole entry, looked up): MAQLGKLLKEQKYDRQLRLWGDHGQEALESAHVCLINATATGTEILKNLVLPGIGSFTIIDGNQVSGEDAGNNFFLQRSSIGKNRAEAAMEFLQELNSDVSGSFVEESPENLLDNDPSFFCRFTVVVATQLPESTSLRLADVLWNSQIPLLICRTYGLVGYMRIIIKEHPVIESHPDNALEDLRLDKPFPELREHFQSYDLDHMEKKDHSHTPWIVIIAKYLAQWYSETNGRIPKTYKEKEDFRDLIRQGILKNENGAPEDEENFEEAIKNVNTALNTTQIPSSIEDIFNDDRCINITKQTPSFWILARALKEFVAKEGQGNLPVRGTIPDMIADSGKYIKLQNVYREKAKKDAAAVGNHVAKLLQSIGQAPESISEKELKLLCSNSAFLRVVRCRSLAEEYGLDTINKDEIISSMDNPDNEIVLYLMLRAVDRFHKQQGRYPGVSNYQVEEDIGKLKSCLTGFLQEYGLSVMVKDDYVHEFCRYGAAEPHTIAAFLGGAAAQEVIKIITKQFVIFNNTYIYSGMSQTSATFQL
CSN inh: inhibitors of human CSN-mediated cullin deneddylation; inhibition, % at 12.5 µM; Purified CSN, SCF-Nedd8-OG deneddylation, fluorescence polarization; hit rate 0.38% among 360,000; AID 651999;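 active means pattern-corrected inhibition above about 35%, with an unprinted fluorescence ratio check between 0.5 and 1.5, limit read from the data, passing the limit was not always enough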;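 further: 0% = enzyme with substrate and 100% = substrate without enzyme; some results filed as inactive read as strong as hits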
Target sequence (Q92905 whole entry, looked up, one chain of several): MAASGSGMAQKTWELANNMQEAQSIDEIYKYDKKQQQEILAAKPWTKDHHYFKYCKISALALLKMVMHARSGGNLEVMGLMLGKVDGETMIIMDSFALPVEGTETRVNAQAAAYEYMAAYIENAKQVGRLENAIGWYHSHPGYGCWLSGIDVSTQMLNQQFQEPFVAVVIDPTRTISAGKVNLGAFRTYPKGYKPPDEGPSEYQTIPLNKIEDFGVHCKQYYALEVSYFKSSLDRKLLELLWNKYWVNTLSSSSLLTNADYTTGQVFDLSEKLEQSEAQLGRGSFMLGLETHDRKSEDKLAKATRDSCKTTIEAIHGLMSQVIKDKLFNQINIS
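Assay system: purified human Csn5 enzyme expressed in HEK293T cells; measure: % inhibition; also added: SCFSkp2-Nedd8OG substrate at 10 nM final; technique: fluorescence polarization; times: reaction 90 min, room temperature; medium: Tris buffer pH 7.5, NaCl, DTT, Tween-20, trehalose, ovalbumin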
PABP1 MLLE inh: blocks PAM2 peptide binding to the PABP1 MLLE domain. AID 588489. GST-MLLE / FITC-PAM2 fluorescence polarization. inhibition, % at 20 µM. P11940. hit rate 0.36% among 360,000; in the data active means inhibition above about 35%, passing the limit was not always enough;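 further: plate controls were DMSO wells with GST-MLLE for no effect and wells lacking GST-MLLE protein for full effect; some results filed as inactive read as strong as hits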
FAS TE block: blocks the thioesterase domain of human fatty acid synthase | P49327 | recombinant FAS-TE, OMFH fluorogenic substrate, fluorescence endpoint | inhibition, % at 15 µM | hit rate 0.67% among 360,000 | AID 602261;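 active means compounds whose normalised, plate-corrected inhibition of enzyme fluorescence in the single-dose primary screen is 50% or more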;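 further: 0% = DMSO with enzyme and 100% = substrate without enzyme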
Rin1 Abl inh: blocks binding of human Rin1 to Abl | inhibition, % at 7.35 µM | AID 588664 | TR-FRET Rin1/Abl binding, biochemical | P00519+Q13671 | hit rate 0.4% among 360,000; in the data active means inhibition above about 5%, passing the limit was not always enough
Rpn11 inh: Rpn11 (human) deubiquitinase inhibition; O00487; human 26S proteasome, Ub4-pepOG fluorescence polarization; 20S core pre-blocked with epoxomicin; calls only at 20 µM; hit rate 0.59% among 360,000; AID 588493;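 active means inhibition at 20 µM, scaled to each plate's controls, above about 33%, limit read from the data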
MT1-MMP act inh: blocks activation of human MT1-MMP | HT1080 RFP-PRO-GFP cells, GFP/RFP ratio fluorescence, overnight; percent of plate control window, DMSO zero | GFP/RFP ratio change, % at 20 µM | hit rate 0.061% among 360,000 | AID 651647;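 active means GFP/RFP ratio change of at least 30% with cell ATP level not reduced by more than half and red fluorescence within 50% of control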; further: strong numbers were not always called active
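Assay system: HT1080 cells carrying an RFP-PRO-GFP reporter | Dosing: Single dose of 20 µM compound, 1% DMSO final | Incubation: Cells overnight before dosing, compound overnight, 37 °C, 5% CO2 | Evaluation: GFP/RFP fluorescence ratio | Control set: DMSO and RFP-L50D-GFP cell wells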
SKN-1 block: inhibitors of C. elegans SKN-1 | C. elegans VP596 Pgst-4::GFP/RFP ratio, acrylamide-induced, 24 h | AID 624304 | inhibition, % at 21.8 µM | hit rate 0.49% among 360,000;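 active means interference check ratio from 0.5 to 1.5 plus GFP to RFP signal ratio inhibition reaching or exceeding a fixed threshold, cut at about 30% in these data, passing the limit was not always enough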; further: some compounds called inactive have numbers as strong as hits
Active calls of the source: *; i = inactive; + = active, no number.

molecule	NadD inh	Neddylation inh	CSN inh	PABP1 MLLE inh	FAS TE block	Rin1 Abl inh	Rpn11 inh	MT1-MMP act inh	SKN-1 block
COc1ccc(Cl)cc1S(=O)(=O)N1CCN=C1C	-2	i	6	-21	-4	-2	i	-5	-2
CCC1(C)N=C(c2ccc3c(c2)OCO3)CC(c2ccccc2O)N1 (stereo not given)	15	i	6	11	5	-3	i	-12	-2
CC(C)OC(=O)CN1CCN(C2c3ccccc3-c3ccccc32)CC1	-7	i	6	10	4	1	i	6	38*
O=C(Cc1ccc(S(=O)(=O)N2CCOCC2)s1)Nc1nc2c(s1)CCCC2	10	i	27	9	-1	-1	i	-17	-7
O=C(COC(=O)Cc1ccsc1)NC(c1ccccc1)c1ccccc1	-1	i	-15	3	-4	1	i	-2	7
COc1ccc(-n2c(CCC(=O)O)ccc2-c2ccccc2)cc1	5	i	-3	3	-1	0	i	0	5
CC1(C)Cc2nc3sc4c(=O)[nH]cnc4c3cc2CS1	16	i	10	5	6	45*	i	4	-15
CCOC(=O)CN/C=C(\C#N)c1ccccc1	-4	i	0	-12	-12	0	i	-2	-2
O=C(COc1ccc(Br)cc1)N1CCNC1=O	2	i	0	2	-4	4	i	-1	4
Cc1ccc(-c2nnc(N(C)C(=O)c3cccnc3)s2)cn1	-8	i	-2	-5	-11	5	i	1	-9
COc1ccc(-c2csc(NC(=S)NC(=O)c3cc4ccccc4o3)n2)cc1Br	21	i	-1	34	-2	4	i	-4	3
CN1CCN(CCCN(Cc2ccco2)C(=S)Nc2ccc(Cl)cc2)CC1	-6	i	-7	-40	0	0	i	0	0

The last 2 entries of the part before are carried over, then new ones follow:
molecule	NadD inh	Neddylation inh	CSN inh	PABP1 MLLE inh	FAS TE block	Rin1 Abl inh	Rpn11 inh	MT1-MMP act inh	SKN-1 block
COc1ccc(-c2csc(NC(=S)NC(=O)c3cc4ccccc4o3)n2)cc1Br	21	i	-1	34	-2	4	i	-4	3
CN1CCN(CCCN(Cc2ccco2)C(=S)Nc2ccc(Cl)cc2)CC1	-6	i	-7	-40	0	0	i	0	0
COc1ccc(CCNC(=O)C(=O)NCC2OCCN2S(=O)(=O)c2ccc(Cl)cc2)cc1 (stereo not given)	-4	i	-2	-8	0	0	i	3	7
c1ccc(COc2ccc(OCCN3CCCC3)cc2)cc1	3	i	3	-8	0	-2	i	3	13
COc1ccc(CCNC(=O)C2CCC(=O)N(C3CC3)C2)c(OC)c1 (stereo not given)	2	i	-1	9	-3	3	i	2	-31
COc1cccc(CNC(=O)c2ccc(NC(=O)CC3SC(N4CCCC4)=NC3=O)cc2)c1 (stereo not given)	8	i	2	-6	-2	3	i	1	14
CCOC(=O)c1ccccc1NC(=O)CSc1nc2c(sc(=S)n2CC)c(=O)[nH]1	18	i	2	38	31	3	i	-1	6
COc1cccc(NC(=O)CN(C)C(=O)C2=COCCO2)c1	-4	i	9	2	-5	-1	i	-4	-9
CC(=O)Nc1ccc2nc(NC(=O)CN3CCOCC3)sc2c1	6	i	-1	-47	-6	1	i	2	4
Cc1ccc(CSCc2ccc(C(=O)NCCCN3CCOCC3)o2)cc1	-4	i	0	6	-3	-2	i	-1	-1
Cc1ccc(NC(=O)COc2ccc(Cl)cc2Cl)cc1S(=O)(=O)N1CCOCC1	-11	i	3	17	26	6	i	-4	-5
CCCCNC(=O)Nc1cc(C)on1	1	i	1	4	-8	-5	i	2	-28
COc1cc(NC(=O)CN2C(=O)c3ccccc3S2(=O)=O)cc(OC)c1	-5	i	-2	-3	-3	5	i	-2	0
COc1ccc(OC)c(NC(=O)COC(=O)CCc2ccc(S(=O)(=O)N3CCOCC3)cc2)c1	-2	i	4	4	2	3	i	0	-6

molecule	NadD inh	Neddylation inh	CSN inh	PABP1 MLLE inh	FAS TE block	Rin1 Abl inh	Rpn11 inh	MT1-MMP act inh	SKN-1 block
Cc1ccccc1NC(=O)CN1C(=O)NC(C)(c2ccc3c(c2)OCO3)C1=O (stereo not given)	0	i	2	7	-2	0	i	5	-13
CCOC(=O)c1ccc(NC(=O)CSc2nnc(CNc3ccc(OC)cc3)n2C)cc1	-2	i	3	-8	-9	-1	i	-1	17
Cc1c(NS(=O)(=O)c2cccc(C(=O)NCc3ccncc3)c2)c(=O)n(-c2ccccc2)n1C	-1	i	4	3	-1	0	i	-3	-12
O=C(c1cccc([N+](=O)[O-])c1)c1ccccn1	-3	i	1	-1	-2	1	i	5	-1
C/C=C/Cn1c(N2CCCCCC2)nc2c1c(=O)[nH]c(=O)n2C	-1	i	-4	8	-2	-2	i	-6	-13
COc1cccc(NC(=O)c2cc(-c3ccccn3)nc3ccccc23)c1	8	i	-1	-5	19	3	i	-7	8
Cc1cc(C)cc(Oc2ccccc2C=O)c1	1	i	-1	1	5	1	i	11	0
Cc1nc(NC(=O)C2CC2)sc1C(=O)Nc1ccccc1Cl	-1	i	-2	4	-1	3	i	-1	-3
CC1(C(=O)NS(=O)(=O)c2ccccc2)CCN1C(=O)COc1ccc(Cl)cc1 (stereo not given)	-5	i	4	16	-10	2	i	-4	-5
O=C(CCCN1C(=O)/C(=C\c2cccs2)SC1=S)Nc1ccc(O)cc1C(=O)O	-6	i	4	-8	-8	-1	i	5	15
CCCN(CCC)C(=O)C(c1ccccc1)C1(O)CCCCC1 (stereo not given)	-2	i	1	-5	8	0	i	0	-4
COc1ccc(C(CNC(=O)COc2ccccc2)N2CCOCC2)cc1 (stereo not given)	6	i	-2	-10	-8	-1	i	2	-2

molecule	NadD inh	Neddylation inh	CSN inh	PABP1 MLLE inh	FAS TE block	Rin1 Abl inh	Rpn11 inh	MT1-MMP act inh	SKN-1 block
COc1ccc(NC(=O)CS(=O)CC(=O)NC2CCCc3ccccc32)cc1 (stereo not given)	4	i	-3	-7	-4	3	i	0	-16
CCOC(=O)C1CCN(S(=O)(=O)c2ccc(Br)c(OCC)c2)CC1	1	i	-2	-7	22	0	i	4	31
COC(=O)c1ccccc1S(=O)(=O)N1CCC(C(=O)NC2CCCCC2C)CC1 (stereo not given)	-3	i	2	2	-6	3	i	3	11
CCCCC(CCC(=O)NNC(=O)Cc1ccccc1)C(=O)O (stereo not given)	-1	i	-7	5	-12	2	i	8	0
O=C(/C=C/c1ccc[nH]1)c1ccc(F)cc1	5	i	11	-33	-8	-3	i	0	10
COc1ccc(C(=O)NCC(=O)OCC(=O)Nc2ncc(Cl)cc2Cl)cc1[N+](=O)[O-]	0	i	23	9	5	3	i	2	-1
Cc1nc(N)sc1-c1csc(Nc2ccc(Cl)cn2)n1	25	i	12	-4	3	-1	i	-11	18
C=CCn1c(SC)nccc1=O	0	i	-1	-10	-6	3	i	-6	4
c1ccc(N=P(c2nc3ccccc3o2)(N2CCOCC2)N2CCOCC2)cc1	-3	i	3	4	-5	-1	i	2	-9
O=C(/C=C/c1ccc(Cl)cc1)N1CCN(c2ccc(Cl)cc2[N+](=O)[O-])CC1	-8	i	-1	-8	25	3	i	6	30
CCN(CC)S(=O)(=O)c1cccc(NC(=O)CN2C(=O)NC3(CCOc4ccccc43)C2=O)c1 (stereo not given)	3	i	-6	4	5	1	i	3	18
O=C(c1ccccc1Cl)N1CCCC(c2nc3c(nnn3Cc3ccccc3)c(=O)[nH]2)C1 (stereo not given)	10	i	2	-2	-6	2	i	2	-5

molecule	NadD inh	Neddylation inh	CSN inh	PABP1 MLLE inh	FAS TE block	Rin1 Abl inh	Rpn11 inh	MT1-MMP act inh	SKN-1 block
O=C(Nc1ccc(N2CCOCC2)cc1)Nc1ccc2nc(-c3ccco3)c(-c3ccco3)nc2c1	8	i	17	27	11	1	i	-6	5
O=[N+]([O-])c1ccccc1/C=N/N1CCN(Cc2ccccc2)CC1	2	i	-3	16	22	-1	i	5	8
COc1ccc(CC(=O)NCc2ccccc2F)cc1S(=O)(=O)N1CCOCC1	-1	i	1	7	-8	2	i	-6	12
COCCCN=C1NN=C(c2cc(C)n(Cc3ccco3)c2C)CS1	1	i	2	-16	4	-3	i	3	1
Cc1cc(C)cc(NCCC#N)c1	-4	i	0	-3	-10	2	i	-1	-4
CC(C)(C)c1cc(C(=O)NNc2cccc(Cl)c2)n(Cc2ccccc2)n1	-2	i	0	5	39	3	i	-2	9
CCOC(=O)c1cc2cc([N+](=O)[O-])ccc2oc1=O	-8	i	0	1	-5	-2	i	-5	-15
O=C(NCCCn1ccnc1)c1nc(Cn2cc([N+](=O)[O-])cn2)no1	5	i	-2	-6	-2	-1	i	-1	20
Cc1cc(C(=O)N2CCCC(N3CCN(c4ccccc4C)CC3)C2)n(C)n1 (stereo not given)	-9	i	2	10	-5	-3	i	-1	9
O=C(Cn1c(=O)c2cccn2c2ccccc21)Nc1cc(F)ccc1F	7	i	7	-36	2	-2	i	-2	17
CC(C)CNS(=O)(=O)c1cc2c3c(c1)CC(=O)N3CCC2	-1	i	-2	22	-8	2	i	1	-1
Nn1c(SCc2ccc(F)cc2)nnc1-c1ccccn1	3	i	3	1	-2	-3	i	-1	-10

molecule	NadD inh	Neddylation inh	CSN inh	PABP1 MLLE inh	FAS TE block	Rin1 Abl inh	Rpn11 inh	MT1-MMP act inh	SKN-1 block
COCc1cc(Sc2ccc(Cl)cc2)nc(-c2ccccc2)n1	4	i	4	10	26	-3	i	-5	8
CCCN(CC(=O)Nc1cc(C)on1)CC(=O)Nc1ccccc1C	1	i	-3	-2	-10	2	i	1	-9
Cc1cc(Cl)ccc1C(=O)C1CCCN(C(=O)c2cnn(C(C)C)c2)C1 (stereo not given)	-2	i	3	0	-2	-2	i	0	17
CC(=O)c1c(C)oc2c1cc(NS(=O)(=O)c1ccc(C(=O)O)cc1)c1ccccc12	0	i	3	-1	2	2	i	-5	-7
COCCCNC(=O)/C(C#N)=C/c1cc(C)[nH]c1C	1	i	-10	5	-5	-1	i	1	7
CC(=O)C(Sc1ccc2nnc(-c3ccc(C)cc3)n2n1)C(C)=O	7	i	5	15	-3	-3	i	0	7
COc1cc(C(=O)OCC(=O)NCc2ccc(F)cc2)cc(NC(=O)c2cccs2)c1OC	-4	i	-1	-14	2	0	i	-1	0
Cc1cnc(NC(=O)c2ccc(-c3ccc([N+](=O)[O-])cc3)o2)s1	9	i	-8	25	2	-1	i	12	22
Cc1nnc(SCC(=O)N2N=C(c3ccc(Cl)cc3)CC2c2ccco2)[nH]c1=O (stereo not given)	10	i	13	-36	-6	1	+	-11	10
CCOCCn1c(SCc2ccccc2)nc2c1c(=O)[nH]c(=O)n2C	-1	i	2	-10	-6	3	i	-2	1
CCN1/C(=c2/s/c(=C3/C(=O)N(c4ccccc4)N=C3C)n(CC)c2=O)C=Cc2ccccc21	-5	i	7	12	5	1	i	10	4
COC(=O)Cn1cc(/C=C/[N+](=O)[O-])c2ccccc21	3	i	0	-10	-5	-4	i	-3	9

molecule	NadD inh	Neddylation inh	CSN inh	PABP1 MLLE inh	FAS TE block	Rin1 Abl inh	Rpn11 inh	MT1-MMP act inh	SKN-1 block
O=C(NCCc1ccccc1Cl)C1CCC(=O)N(CCCc2ccccc2)C1 (stereo not given)	-5	i	-1	0	-1	3	i	1	10
Cc1ccc(OCCC(=O)OCC(=O)N2CCN(S(=O)(=O)c3ccc(Cl)cc3)CC2)cc1	-3	i	0	7	14	-3	i	-2	-1
O=C(NNC1CC(=O)N(c2ccc(Cl)cc2)C1=O)c1ccco1 (stereo not given)	-11	i	-3	-1	-3	2	i	-12	3
COc1cc(CN(C)Cc2cccc3ccccc23)cc([N+](=O)[O-])c1O	7	i	1	6	1	-4	i	4	18
CCCCN(CC)C(=O)Cn1ncc2c3ccccc3n(CCC)c2c1=O	-1	i	6	6	4	0	i	1	14

Source: PubChem (several laboratories)
